Source: PubChem BioAssay (several laboratories)
HIF act = HIF pathway transcriptional activation; U2OS HRE-luciferase reporter, luminescence; normalized: DMSO 0%, desferrioxamine 100%; activation, % at 7.5 µM (by protocol); hit rate 0.32% among 300,000;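 active = mean activation of at least 10% of the iron chelator positive control signal, with at least half of replicates also reaching 10%; inconclusive = mean and replicate majority disagree about reaching 10%; inactive = mean and most replicates under 10%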
TRPC6 inh = mouse TRPC6 channel inhibition | Q61143 | HEK293-TRPC6, membrane potential dye, ACh-evoked depolarization; hits give low values | B-score at 10 µM | hit rate 1.1% among 310,000;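 active = B-score under library mean minus 3 SD, initial fluorescence not abnormally high, positive integrated signal ratio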;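 also: B-score derived from integrated fluorescence ratio over the kinetic read; more negative B-score means stronger inhibition of depolarization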
Target sequence (Q61143 whole entry, looked up): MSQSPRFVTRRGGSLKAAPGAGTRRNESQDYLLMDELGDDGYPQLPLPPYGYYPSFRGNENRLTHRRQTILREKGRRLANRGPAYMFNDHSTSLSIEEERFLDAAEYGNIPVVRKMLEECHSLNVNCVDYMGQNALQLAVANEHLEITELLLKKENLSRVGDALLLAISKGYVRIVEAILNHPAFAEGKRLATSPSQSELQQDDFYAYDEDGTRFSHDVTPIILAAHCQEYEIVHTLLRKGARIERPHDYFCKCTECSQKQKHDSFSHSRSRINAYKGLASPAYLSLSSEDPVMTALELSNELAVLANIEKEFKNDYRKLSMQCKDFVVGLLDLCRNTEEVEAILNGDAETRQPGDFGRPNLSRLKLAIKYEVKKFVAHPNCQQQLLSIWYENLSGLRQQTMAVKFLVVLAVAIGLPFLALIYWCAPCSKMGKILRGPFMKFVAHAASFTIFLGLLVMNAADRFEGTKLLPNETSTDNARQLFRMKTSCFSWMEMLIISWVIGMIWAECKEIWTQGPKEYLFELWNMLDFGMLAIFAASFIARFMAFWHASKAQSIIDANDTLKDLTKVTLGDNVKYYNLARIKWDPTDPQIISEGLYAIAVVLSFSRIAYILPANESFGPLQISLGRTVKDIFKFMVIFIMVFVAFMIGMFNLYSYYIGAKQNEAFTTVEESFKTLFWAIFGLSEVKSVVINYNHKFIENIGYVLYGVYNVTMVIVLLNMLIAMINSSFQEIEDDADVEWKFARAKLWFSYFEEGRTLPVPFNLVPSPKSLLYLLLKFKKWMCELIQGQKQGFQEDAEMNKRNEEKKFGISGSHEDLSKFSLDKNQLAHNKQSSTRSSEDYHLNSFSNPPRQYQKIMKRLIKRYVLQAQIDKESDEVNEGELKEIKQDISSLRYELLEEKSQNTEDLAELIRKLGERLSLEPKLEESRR
KLF5 inhibitor = suppresses KLF5 promoter-driven expression | hit rate 0.23% among 290,000 | inhibition, % at 5 µM | AID 1700 | DLD-1 KLF5 promoter-luciferase reporter, luminescence;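 active = inhibition above a per-plate limit of that plate's mean compound inhibition plus 3 SD, cut at about 60% in these data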;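 also: 0% = DMSO wells and 100% = LY294002 at 200 µM; higher means less KLF5 promoter-driven luciferase light; inactives centre near -14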
TRPC4 PAM = TRPC4 (mouse) allosteric potentiation; HEK293 TRPC4beta/mu-opioid, DAMGO EC20, Fluo-4 Ca2+ flux; hits give high values; B-score at 10 µM; hit rate 0.42% among 310,000;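 active = B-score of calcium response area above 5 SD of library B-scores, with initial fluorescence ratio within 5 SD of library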;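 also: B-score of integrated fluorescence ratio over time as area under calcium response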
IEC-6 tox = counter-screen for KLF5 inhibitors: cytotoxicity in IEC-6 cells; AID 1825; IEC-6 cytotoxicity, luminescence viability; inhibition, % at 5 µM; hit rate 0.78% among 290,000; in the data active = inhibition above about 22%;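 also: 0% = plate median of test compound wells and 100% = cytotoxic reference compound wells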
SKKanGAS inh = inhibitors of SKKanGAS S. pyogenes growth in kanamycin (SK-promoter or general growth effect); BacTiter-Glo, 6 h; inhibition, % at 7.5 µM; hit rate 1.3% among 300,000; AID 1662;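 active = mean replicate score, as percent of positive control median, at least 50; inconclusive = mean below 50 but one replicate at or above 50; inactive = mean and every replicate below 50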;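 also: strain carries kanamycin resistance gene driven by streptokinase promoter and grows in 40 µg/ml kanamycin; loss of luminescence reflects streptokinase promoter inhibition or plain growth inhibition; 0% = median of DMSO wells and 100% = positive control at its reference dose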
TRPC6 act = mouse TRPC6 channel activation | B-score at 10 µM | AID 2550 | HEK293-TRPC6 membrane potential dye fluorescence; hits give high values | hit rate 0.13% among 310,000;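 active = B-score of the integrated fluorescence ratio above library mean plus 3 SD, and starting fluorescence ratio within library mean plus 5 SD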;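 also: higher score means more depolarization so channel activation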
MrgX1 antagonist = antagonists of human MrgX1 receptor; Q96LB2; MRGX1-HEK293 calcium flux, Fluo-4, BAM8-22 antagonism; hits give low values; B-score at 10 µM; hit rate 1.3% among 310,000; AID 588676;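 active = calcium-response B-score plate-corrected more than 3 library SD below zero, starting fluorescence within 5 deviations, no agonist response on first addition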;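 also: peak minus trough fluorescence over baseline after final BAM8-22 challenge near maximal dose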
aSyn UTR inh = 5' untranslated region of α-synuclein, MLPCN primary screen | alpha-synuclein 5'UTR reporter, inhibitor activity | inhibition, % (tested at 7.5 µM) | hit rate 0.82% among 300,000; in the data active = inhibition above about 60%; inconclusive = no clear call, values can overlap the other calls;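 also: H4 neuroglioblastoma cells stably carrying SNCA 5'UTR luciferase fusion; 0% = DMSO wells and 100% = positive control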
TRPC4 agonist = activators of mouse TRPC4 channel; hit rate 0.49% among 310,000; HEK293 TRPC4beta/mu-opioid, Fluo4 calcium fluorescence; hits give high values; B-score at 10 µM; AID 2237; Q9QUQ5;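 active = B-score above 5 SD of library B-scores, and initial fluorescence ratio not above library mean plus 5 SD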;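 also: positive B-score marks a calcium rise read as TRPC4 activation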
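Technique: kinetic Fluo4 calcium fluorescence; Test system: TRPC4beta and mu-opioid receptor HEK293 stable cells; Measure: B-scored integrated calcium fluorescence ratio; Benchmarks: low control buffer alone, high control maximal DAMGO; Schedule: 45 min room-temperature Fluo4 loading, 110 s read.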
TRPC4 inh = inhibitors of mouse TRPC4 channel; Q9QUQ5; HEK293 TRPC4beta/mu-opioid, DAMGO-evoked Fluo4 calcium flux; hits give low values; B-score at 10 µM; hit rate 0.39% among 300,000;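 active = B-score over 3 SD under the library average, no early fluorescence shift, positive overall ratio signal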
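Signal: kinetic Fluo4 fluorescence imaging of calcium influx. Material: stable TRPC4beta/mu-opioid receptor HEK293 cells. Probe or stimulus: DAMGO in two steps, submaximal then maximal.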
Starred values were filed as active, the others as inactive; i = inactive; ? = inconclusive; · = no result given.

SMILES	HIF act	TRPC6 inh	KLF5 inhibitor	TRPC4 PAM	IEC-6 tox	SKKanGAS inh	TRPC6 act	MrgX1 antagonist	aSyn UTR inh	TRPC4 agonist	TRPC4 inh
COc1ccc(Nc2nc3c(c(=O)n(C)c(=O)n3C)n2CCO)cc1	-0.6	i	-22.1	i	0.0	0.8	i	i	-2.9	i	i
CCOC(=O)c1sc(NC(=O)Cc2ccc(C)cc2)nc1C	-0.1	i	-13.4	i	-7.2	-1.0	i	i	11.6	i	i
COc1cccc(C(=O)N2CCN(C(=O)Cc3ccccc3)CC2)c1	0.2	i	7.2	i	-2.8	1.7	i	i	5.3	i	i
O=C(CCNS(=O)(=O)c1ccc2[nH]c(=O)oc2c1)NCc1ccccc1	-0.3	i	-1.5	i	1.4	-1.8	i	i	14.7	i	i
CC(C)(C)NC(=O)C1CCC(C)(C(=O)O)C1(C)C (stereo not drawn)	0.2	i	-7.8	i	0.8	0.7	i	i	6.7	i	i
CN(C)CCNc1oc(COc2ccc(-c3ccccc3)cc2)nc1C#N	-0.5	i	-11.4	i	5.3	5.0	i	i	-45.8	i	i
Cc1noc(C)c1C(=O)Nc1nc(-c2ccc([N+](=O)[O-])cc2)cs1	0.0	i	-25.6	i	6.1	3.3	i	i	1.2	i	i
COc1cccc(C(=O)Nc2cccc(-c3nnc(-c4ccccc4)o3)c2)c1	0.7	i	·	i	·	?	i	i	-43.0	i	i
Cc1ccc(S(=O)(=O)N2CCN=C2SCc2cccnc2)cc1	-0.7	i	-20.9	i	2.1	-4.9	i	i	-19.5	i	i
Cc1ccccc1NC(=O)NC1CCCc2ccccc21 (stereo not drawn)	-0.5	i	-12.7	i	2.9	30.3	i	i	7.7	i	i
Cn1nc(C(F)(F)F)cc1C(=O)Nc1ccc(-c2ccno2)cc1	0.1	i	-5.1	i	3.3	-6.1	i	i	-5.1	i	i
CCC1C(=O)N(C)CCc2ccccc21 (stereo not drawn)	-0.3	i	-7.3	i	-7.6	10.9	i	i	15.7	i	i

Taken from above.
`COc1ccc(Nc2nc3c(c(=O)n(C)c(=O)n3C)n2CCO)cc1` | HIF act = -0.6
`CN(C)CCNc1oc(COc2ccc(-c3ccccc3)cc2)nc1C#N` | KLF5 inhibitor = -11.4
`COc1cccc(C(=O)Nc2cccc(-c3nnc(-c4ccccc4)o3)c2)c1` | HIF act = 0.7
`Cn1nc(C(F)(F)F)cc1C(=O)Nc1ccc(-c2ccno2)cc1` | IEC-6 tox = 3.3
`Cc1ccccc1NC(=O)NC1CCCc2ccccc21` (stereo not drawn) | SKKanGAS inh = 30.3
`Cc1noc(C)c1C(=O)Nc1nc(-c2ccc([N+](=O)[O-])cc2)cs1` | SKKanGAS inh = 3.3
`Cc1ccc(S(=O)(=O)N2CCN=C2SCc2cccnc2)cc1` | IEC-6 tox = 2.1

(cont.)
SMILES	HIF act	TRPC6 inh	KLF5 inhibitor	TRPC4 PAM	IEC-6 tox	SKKanGAS inh	TRPC6 act	MrgX1 antagonist	aSyn UTR inh	TRPC4 agonist	TRPC4 inh
COc1ccccc1N1CCN(C(=O)c2sc3nc(-c4ccc(F)cc4)cn3c2C)CC1	-0.3	i	-3.8	i	2.2	41.1	i	i	8.8	i	i
O=C(CSc1nnc(-c2ccco2)n1CC1CCCO1)NC1CCCC1 (stereo not drawn)	0.5	i	8.6	i	7.0	-3.5	i	i	-0.1	i	i
O=C(N/N=C/c1cc2c(cc1Cl)OCO2)c1ccc2c(c1)OCCO2	1.4	i	-27.0	i	2.7	1.8	i	i	-55.5	i	i
Cc1ccc(C(=O)NC2CC3CCCC(C2)N3C(=S)NCc2ccco2)cc1 (stereo not drawn)	0.3	i	-13.9	i	-6.3	-9.8	i	i	18.7	i	i
C/C(=N\O)C(C)NC(=O)c1ccccc1 (stereo not drawn)	-0.4	i	-27.6	i	-8.7	28.1	i	i	-10.0	i	i
O=C(CCC1CCCCC1)N1CCN(Cc2ccc3c(c2)OCO3)CC1	-0.5	i	5.6	i	-1.7	2.0	i	i	17.8	i	i
COc1cc(/C=N/NC(=O)c2cccc(S(=O)(=O)N3CCCC3)c2)cc(OC)c1O	-0.2	i	·	i	·	-7.7	i	i	2.9	i	i
Cn1c(=O)[nH]c(=O)c2c1nc(SCCO)n2CCCc1ccccc1	1.6	i	-40.8	i	2.9	-0.6	i	i	29.7	i	i
CCOc1ccc(NC(=O)CN2C(=O)NC(C)(c3ccc(OC(F)F)cc3)C2=O)cc1 (stereo not drawn)	-0.3	i	-22.6	i	-5.5	3.4	i	i	-44.9	i	i
CN(C)c1nccc(Nc2ccccc2)c1C#N	0.1	i	-28.4	i	2.3	7.3	i	i	-8.0	i	i
Cc1cc(Cl)ccc1C(=O)C1CCCN(C(=O)c2cc(C(C)C)no2)C1 (stereo not drawn)	0.2	-6.21*	-21.0	i	4.9	1.5	i	i	22.7	i	i
Cc1ccc(O)c(C(=O)c2cnn(-c3ccccc3)c2)c1	2.3	i	-43.3	i	-1.7	9.0	i	i	-67.7	i	i
Cc1ccc(NC(=O)c2cc3ccccc3o2)cc1Cl	-6.4	i	-207.9	i	6.8	-4.0	i	i	-269.8	i	i
CCCn1c(=O)c2ccccc2n2c(SCCNCCO)nnc12	0.3	i	-24.6	i	6.5	11.2	i	i	-2.3	i	i
Cc1ccc2c(c1)N(Cc1ccccn1)C(=O)C(C)O2 (stereo not drawn)	-0.5	i	-25.8	i	5.2	-1.5	i	i	24.8	i	i
COCCN(Cc1cc2cc3c(cc2nc1Cl)OCO3)C(=O)Nc1ccccc1OC	-0.1	i	-21.8	i	-1.2	-7.3	i	i	8.6	i	i
COc1ccccc1C(=O)N=C1NC(=O)CC2C(=O)NCCN12 (stereo not drawn)	-0.5	i	-45.6	i	-2.4	-12.5	i	i	9.1	i	i
COc1ccc(CCNC(=O)C(=O)NCC2OCCN2S(=O)(=O)c2cc(F)ccc2F)cc1 (stereo not drawn)	0.0	i	-23.1	i	2.0	-5.4	i	i	-0.6	i	i
Cc1cccc(OCCCCCNCCO)c1	-0.1	i	-49.1	i	3.9	1.1	i	i	-18.0	i	i
COC(=O)c1c(N2C(=O)CC(Sc3ncccc3C(=O)O)C2=O)sc(C)c1C (stereo not drawn)	-0.3	i	-18.3	i	-3.2	-2.9	i	i	5.1	i	i
Cc1cccc2c1N(C)C(=O)C2=O	0.4	i	4.3	i	1.9	4.1	i	i	-24.8	i	i
COC/C=C/C1=CC2=CC(=O)C(C)(OC(=O)c3cnc4ccccc4n3)C(=O)C2=CN1CCCOC(C)C (stereo not drawn)	0.1	i	·	i	·	3.9	i	i	3.0	i	i
COc1ccc([N+](=O)[O-])cc1NC(=O)C1CCCCC1C(=O)O (stereo not drawn)	-0.5	i	-22.8	i	2.5	-2.3	i	i	-12.9	i	i
Cc1ccc(/C=C(\C#N)C(=O)Nc2cccc(C)n2)cc1	-0.9	i	-33.0	i	-6.4	0.9	i	i	3.8	i	i
CN1/C(=C\C=C(/C#N)C(=O)Nc2ccccc2F)C(C)(C)c2ccccc21	0.2	i	-39.5	i	1.1	-22.8	i	i	25.5	i	i
O=c1cc(C23CC4CC(CC(C4)C2)C3)[nH][nH]1	0.0	i	-29.7	i	-0.5	16.1	i	i	15.1	i	i
COC(=O)c1sccc1NC(=S)N1CCN(c2ccccc2)CC1	-0.3	i	-15.4	i	2.9	-5.0	i	i	-4.1	i	i
CCC1(C)Cc2sc3c(=O)[nH]c(=S)[nH]c3c2CO1 (stereo not drawn)	-0.1	i	-32.3	i	4.7	-3.4	i	i	-3.3	i	i
N#Cc1c(N)nc(SCC(=O)NCCc2ccccc2)c(C#N)c1-c1cccs1	-0.2	i	-39.7	i	-4.4	-4.2	i	i	-35.9	i	i
CCOc1ccc(Cl)cc1/C=N/O	-0.2	-8.71*	24.6	i	-2.3	0.2	12.6*	i	-9.3	i	-6*
O=C(N/N=C/c1ccc(-c2cccc(C(F)(F)F)c2)o1)c1ccccc1O	0.4	i	-15.6	i	3.1	-13.5	i	i	15.6	i	i
O=C(COc1cccnc1[N+](=O)[O-])NCc1ccc2c(c1)OCO2	-0.7	i	-3.4	i	-1.8	-12.7	i	i	0.0	i	i
CCOC(=O)C1=C(N)Oc2cc(O)ccc2C1c1ccc(F)cc1F (stereo not drawn)	0.1	i	-4.4	i	4.9	-0.1	i	i	0.9	i	i
CC(=O)N(/N=C1\Sc2ccccc2C1=O)c1ccc(C)cc1C	-2.2	i	-22.9	i	2.6	-0.8	i	i	48.0	i	i
CC1=C(C)CC2(SC1)C(=O)N(c1ccccc1)N=C2N (stereo not drawn)	0.5	i	-33.3	i	1.7	3.3	i	i	-59.5	i	i

Single records (already shown). Values in the order: HIF act | TRPC6 inh | KLF5 inhibitor | TRPC4 PAM | IEC-6 tox | SKKanGAS inh | TRPC6 act | MrgX1 antagonist | aSyn UTR inh | TRPC4 agonist | TRPC4 inh
`COC(=O)c1sccc1NC(=S)N1CCN(c2ccccc2)CC1` reads -0.3 | i | -15.4 | i | 2.9 | -5.0 | i | i | -4.1 | i | i
`CCC1(C)Cc2sc3c(=O)[nH]c(=S)[nH]c3c2CO1` (stereo not drawn) reads -0.1 | i | -32.3 | i | 4.7 | -3.4 | i | i | -3.3 | i | i

This is a random part of the collection, and some 5.8% of all compounds hit somewhere here.
